From PubChem BioAssay
Giardia FBPA inh: Giardia lamblia aldolase inhibition. A8B2U2. purified Giardia FBPA. Potency, µM (titrated, usually from 59.6 µM), inactives show top-dose activity, negative = inhibition, usual class: inhibitors. 290,000 tested, 0.71% active. AID 2451; also: potency is read from the fitted curve at half-maximal effect; % is scaled to controls: 0 for no effect and ±100 for the full control effect; nearly all actives have a fitted effect of over 55% in size
Target sequence (A8B2U2 whole entry, looked up): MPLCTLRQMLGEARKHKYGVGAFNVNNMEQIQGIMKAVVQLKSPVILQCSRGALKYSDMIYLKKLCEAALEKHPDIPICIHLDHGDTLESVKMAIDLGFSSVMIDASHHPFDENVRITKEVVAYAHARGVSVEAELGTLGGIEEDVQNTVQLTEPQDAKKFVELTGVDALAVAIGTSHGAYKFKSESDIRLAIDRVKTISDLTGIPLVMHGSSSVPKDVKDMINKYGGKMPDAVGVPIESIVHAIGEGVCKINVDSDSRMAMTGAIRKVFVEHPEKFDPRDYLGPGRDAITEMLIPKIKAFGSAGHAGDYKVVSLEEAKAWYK
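40 nM FBPA preincubated 10 min at RT with compound (up to 57.5 uM final), then substrate plus GAPDH/TPI/NAD/arsenate coupling and diaphorase/resazurin added. Fluorescence read after 20 min at RT, 525/598 nm.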
AMA1 RON2 block: inhibitors of Plasmodium falciparum AMA1-RON2 interaction; AID 720542; 360,000 tested, 0.2% active; AlphaScreen AMA1-biotinylated RON2 peptide binding; Potency, µM (titrated, usually from 58.2 µM), for the others: at the highest dose activity change, negative = inhibition, hits mostly inhibitors;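 also: potency is read from the fitted curve at half-maximal effect; 0% = vehicle wells and -100% = peptide control; nearly all actives have a fitted effect of over 45% in size; some results filed as inactive show a strong effect at the top dose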
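AMA1 (3D7) with his tag at 25 nM final met compounds first, then biotinylated RON2 peptide at 25 nM; detection used donor plus acceptor beads, 10 µg/mL apiece, read by AlphaScreen after 30 min at room temperature.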
AmpC detergent: inhibitors of E. coli AmpC beta-lactamase with detergent; P00811; AmpC hydrolysis of nitrocefin, absorbance 480 nm, 0.01% Triton; Potency, µM (series often up to 114 µM), without a hit: at the highest dose activity change, negative = inhibition, usual class: inhibitors; 370,000 tested, 0.041% active; AID 485294;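 also: potency is read from the fitted curve at half-maximal effect; 0% = no-compound wells and -100% = no-enzyme wells; nearly all actives have a fitted effect of over 25% in size; some results filed as inactive show a strong effect at the top dose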
Target sequence (P00811 whole entry, looked up): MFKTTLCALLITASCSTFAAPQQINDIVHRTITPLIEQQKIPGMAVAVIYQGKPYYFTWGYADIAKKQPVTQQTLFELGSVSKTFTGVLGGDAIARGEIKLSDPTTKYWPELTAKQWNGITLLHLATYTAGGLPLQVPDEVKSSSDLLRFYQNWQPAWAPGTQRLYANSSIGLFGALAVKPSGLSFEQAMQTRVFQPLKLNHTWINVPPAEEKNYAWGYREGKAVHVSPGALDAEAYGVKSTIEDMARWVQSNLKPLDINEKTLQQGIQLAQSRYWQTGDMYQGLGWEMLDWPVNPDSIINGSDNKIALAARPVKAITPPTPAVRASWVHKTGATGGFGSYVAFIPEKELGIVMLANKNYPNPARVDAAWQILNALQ
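AmpC (5.3 nM in the dispensed reagent) in 20 mM phosphate pH 7.0 with 0.01% (detergent screen) or 0.0001% Triton X-100 was preincubated with compounds for 15 min at room temperature. Nitrocefin was then added from an 800 uM solution, and hydrolysis was followed at 480 nm.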
HCMV antiviral: inhibitors of human cytomegalovirus. 410,000 tested, 4.5% active. HFF cells, HCMV-luciferase reporter, 72 h; hits give low values. activity change, negative = inhibition, % at 57.5 µM. AID 1259415; in the data active = activity change below about -60%; inconclusive = no clear call, values can overlap the other calls; inactive = above about -39%; also: % is scaled to controls: 0 for no effect and ±100 for the full control effect
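After 16 h attachment at 37C, HFF cells received test compound and HCMV-luciferase (1 PFU/cell); reporter luminescence read 72 h later, data normalized against buffer-only and known inhibitor Salinomycin.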
CHX counter: affects cycloheximide protein synthesis inhibition readout, counter-screen; 300,000 tested, 12% active; AID 2314; cell reporter, cycloheximide protein synthesis inhibition counterscreen; max response, %; in the data active = max response mostly above about 13%, no sharp cut-off; inactive = mostly below about 14%; also: read at 38.3 µM for the half of the compounds with a filed dose; 0% is about no effect
Shiga inhibitor: Shiga toxin inhibition. inhibition, % at 38.7 µM. AID 2315. 290,000 tested, 9.2% active. Vero cells, Shiga toxin protein synthesis inhibition reporter; in the data active = inhibition mostly above about 28%, no sharp cut-off; inactive = mostly below about 43%; also: 0% is about no effect
AmpC no deterg: AmpC beta-lactamase inhibition without detergent; P00811; AmpC nitrocefin hydrolysis, absorbance 480 nm, 0.0001% Triton; Potency, µM (top dose mostly 57.1 µM), for the others: top-dose activity change, negative = inhibition, actives largely listed as inhibitors; 330,000 tested, 0.52% active; AID 485341;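 also: potency is read from the fitted curve at half-maximal effect; plate controls were no compound for no effect and no enzyme for full effect; nearly all actives have a fitted effect of over 20% in size; some results filed as inactive show a strong effect at the top dose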
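AmpC (5.3 nM in the dispensed reagent) in 20 mM phosphate pH 7.0 with 0.01% (detergent screen) or 0.0001% Triton X-100 was preincubated with compounds for 15 min at room temperature. Nitrocefin was then added from an 800 uM solution, and hydrolysis was followed at 480 nm.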
The depositor's hits bear a star; ? = inconclusive; . = not tested or not shown; & = joins results of further samples; [ ] = dose if it differs, or a comment. Unless noted, calls follow the shape of the dose curve; as a rule, active = well fitted curve in the direction sought with a large enough effect; inconclusive = small, poorly fitted or top-dose-only effect, or another doubt; inactive = no such curve, though single readings can be large; an effect the other way counts as inactive or inconclusive. Compounds were not picked by outcome; overall some 16% were active at least once.

The opening 2 records, ahead of the listing:
Labels used below – A = Giardia FBPA inh; B = AMA1 RON2 block; C = AmpC detergent; D = HCMV antiviral; E = CHX counter; F = Shiga inhibitor; G = AmpC no deterg
> FC(F)(F)c1cccc(NCc2n[nH]c(=S)n2C2CCCCC2)c1
  A = -7%; B = 71%[activator]; C = -1%; D = 33; E = -2; F = -5; G = -41%

> C[C@H](NC(=O)c1nc[nH]c1C(=O)N[C@@H](CCCCNC(=O)OC(C)(C)C)C(=O)OC(C)(C)C)C(=O)OC(C)(C)C
  A = -16%; B = 104%[activator]; C = 3%; D = 9; E = -3; F = -7; G = 164%[activator]

The whole of this part, repeating the preview:
Labels used below – A = Giardia FBPA inh; B = AMA1 RON2 block; C = AmpC detergent; D = HCMV antiviral; E = CHX counter; F = Shiga inhibitor; G = AmpC no deterg
> FC(F)(F)c1cccc(NCc2n[nH]c(=S)n2C2CCCCC2)c1
  A = -7%; B = 71%[activator]; C = -1%; D = 33; E = -2; F = -5; G = -41%

> C[C@H](NC(=O)c1nc[nH]c1C(=O)N[C@@H](CCCCNC(=O)OC(C)(C)C)C(=O)OC(C)(C)C)C(=O)OC(C)(C)C
  A = -16%; B = 104%[activator]; C = 3%; D = 9; E = -3; F = -7; G = 164%[activator]

> O=C(NCc1ccccc1)C(c1cccnc1)N(C(=O)c1ccccn1)c1cccc(F)c1 (stereo not given)
  A = -1%; B = -4%; C = ?; D = 18; E = -2; F = -6; G = 23%

> CCOC(=O)C1(CCc2ccccc2)CCN(C(=O)[C@@H]2C[C@@H](C)NC(=S)N2)CC1
  A = -5%; B = -4%; C = 6%; D = -1; E = 13*; F = 15; G = 57%

> O=C1CCC(=O)N1OCCOc1ccc2c(c1)CCC2
  A = 0%; B = -9%; C = ?; D = 1; E = 24*; F = 47*; G = -16%

> O=C(O)c1ccc(Nc2ncnc3ccccc23)cc1
  A = -18%; B = 2%; C = 3%; D = 29; E = 16*; F = 20; G = -18%

> CC(C)n1c(Nn2cnnc2)nc2ccccc21
  A = 0%; B = -2%; C = 0%; D = 28; E = -5; F = -2; G = -3%

> C=CCc1c(C)[nH]c(=S)c(C#N)c1C
  A = 7%; B = 11%; C = -10%; D = 17; E = -1; F = 5; G = -23%

> COC(=O)c1cccc(NC(=S)N2CCOCC2)c1
  A = 1%; B = 1%; C = -5%; D = 11; E = -5; F = -6; G = -17%

> CCOC(=O)Cc1csc(NC(=O)c2ccc(N3CCOCC3)cc2[N+](=O)[O-])n1
  A = .; B = -25%; C = -2%; D = 18; E = .; F = .; G = -1%

> C=CCC1Cc2c(Br)cccc2C(CC=C)N1 (stereo not given)
  A = 2%; B = -4%; C = ?; D = -8; E = -1; F = 24; G = 95%[activator]

> CC(=O)c1cccc(NC(=S)NC(=O)c2ccc(C)cc2)c1
  A = -17%; B = 14%; C = ?; D = -31; E = 40*; F = 88*; G = -26%

> O=C(O)CCC(=O)N1N=C(c2c(-c3ccccc3)c3cc(Cl)ccc3[nH]c2=O)CC1c1cccs1 (stereo not given)
  A = 0%; B = -15%; C = -9%; D = -38; E = 0; F = -6; G = -11%

> O=C(NCc1ccc2c(c1)OCO2)c1ccc2snnc2c1
  A = 2%; B = 11%; C = 1%; D = -8; E = 2; F = -3; G = -26%

> O=C(NCc1ccccc1)c1cc[n+](CC(=O)c2cccs2)cc1
  A = -6%; B = -3%; C = 3%; D = 2; E = 7; F = 25; G = -16%

> O=C1C=C(NCCNc2c(F)c(F)c(CO)c(F)c2F)CCC1
  A = -7%; B = 2%; C = -12%; D = 75; E = -2; F = 40; G = -7%

> O=C(CS(=O)CC(=O)N(CC(=O)NC1CCCC1)C1CCCCC1)Nc1ccc(F)cc1 (stereo not given)
  A = 5%; B = 2%; C = -21%; D = 13; E = -4; F = 2; G = 86%

> CC1CCC(C(=O)NC(C(=O)NCc2ccccn2)C(C)C)CC1 (stereo not given)
  A = -1%; B = 24%; C = ?; D = 24; E = -4; F = -8; G = 15%

> CCOC(=O)c1ccc2nc3c(cc2c1)CCS3
  A = 5%; B = 40%; C = -15%; D = 3; E = 48*; F = 71*; G = -15%

> CCCCOc1ccc(NC(=O)CSCC(=O)OCC)cc1
  A = 11%; B = 13%; C = -13%; D = -17; E = -2; F = -2; G = -4%

> O=C(COc1ccccc1F)OCC(=O)c1ccc([N+](=O)[O-])cc1
  A = .; B = 1%; C = .; D = ?; E = .; F = .; G = -29%

> COc1ccc(OC(=O)Cc2cccc3ccccc23)cc1
  A = 9%; B = 22%; C = 1%; D = 35; E = 5; F = -8; G = -16%

> Cc1nc2nc(SCc3ccccc3)[nH]n2c(=O)c1CCC(C)C
  A = -22%; B = 2%; C = -11%; D = -11; E = -2; F = 2; G = -31%

> COc1cc(/C=C2/SC(=O)NC2=O)ccc1OCc1ccccc1
  A = ?; B = 0%; C = -17%; D = 33; E = 7; F = 17; G = -49%

> O=C(NCc1ccncc1)c1cn(-c2ccccc2)nc1-c1cccnc1
  A = 6%; B = 5%; C = ?; D = 11; E = -5; F = -9; G = -10%[11.4 µM]

> COc1ccc(-c2cn3ccc4ccccc4c3n2)cc1
  A = -7%; B = -10%; C = 2%; D = 218; E = 37*; F = 64*; G = -20%

> O=[N+]([O-])c1cc([N+](=O)[O-])c(Oc2ccccc2F)cc1NN1CCCCC1
  A = 28%; B = -20%; C = ?; D = -12; E = -1; F = -7; G = -22%

> COc1ccccc1N1CCN(C(=O)c2ccc3c(=O)n(Cc4ccco4)c(=S)[nH]c3c2)CC1
  A = 4%; B = 27%; C = ?; D = 34; E = -3; F = -9; G = 70%[activator]

> CCOc1ccc(-c2nc(CSCC(=O)N3CCN(c4cccc(OC)c4)CC3)c(C)o2)cc1
  A = -15%; B = -24%; C = 1%; D = -77*; E = 16*; F = 75*; G = 173%[activator]

> C=CCNC(=O)c1ccc2nccnc2c1
  A = -25%; B = ?; C = 1%; D = -7; E = 0; F = -7; G = -9%

> CN(C)C(=O)CCc1ccc2c3c([nH]c2c1)[C@]1(C)[C@@H](C(=O)N2CCOCC2)C[C@H](CC(=O)NCCCn2ccnc2)C(=O)N1CC3
  A = .; B = 0%; C = .; D = 3; E = .; F = .; G = -8%

> Cc1cc(C#N)c(C)n1-c1cc(C(F)(F)F)ccc1N1CCOCC1
  A = 14%; B = -13%; C = -5%; D = -23; E = -3; F = -14; G = 81%[activator]

> CCC(C)C(NC(N)=O)C(=O)Nc1ccc(C)c(Cl)c1 (stereo not given)
  A = 0%; B = 11%; C = -7%; D = 24; E = 4; F = 22; G = -32%

> S=c1[nH]nc(-c2ccc3ccccc3n2)o1
  A = -17%; B = -10%; C = 0%; D = 95; E = -4; F = -5; G = -28%

> CCC(C)(C)NC(=O)C(c1ccncc1)N(C(=O)c1sc(C)nc1C)c1ccc(C)cc1 (stereo not given)
  A = 2%; B = -4%; C = 7%; D = -36; E = 5; F = 15; G = 159%[activator]

> CC(C)CN(CCCNC(=O)CN1N=C(c2ccc(Cl)cc2)CCC1=O)CC(C)C
  A = 8%; B = 2%; C = -6%&8%; D = -31&16; E = -1; F = -7; G = 72%[activator]

> CC(C)CC(OC(=O)c1cccs1)C(=O)NCc1ccco1 (stereo not given)
  A = -1%; B = -5%; C = 0%; D = 0; E = -1; F = -3; G = 0%

> NNC(=O)C=C1CCN(c2ncc(C(F)(F)F)cc2Cl)CC1
  A = -5%; B = -1%; C = -4%; D = -5; E = 18*; F = 7; G = -2%

> N/C(=N\OC(=O)CCCc1ccccc1)c1ccccc1Cl
  A = .; B = 83%[activator]; C = -2%; D = 42; E = 33*; F = 48; G = -38%

> Nn1c(-c2cccc(Br)c2)n[nH]c1=S
  A = -6%; B = 95%[activator]; C = ?; D = -19; E = -2; F = -13; G = -40%

> CCn1c(=O)cc(SCC(=O)NCCCN2CCC(C)CC2)c2ccccc21
  A = 2%; B = -9%; C = 2%; D = 99; E = 2; F = -6; G = 20%

> CCN(C(=O)COc1ccccc1)c1nnc(-c2cccnc2)s1
  A = 0%; B = 2%; C = 0%; D = -14; E = -1; F = -7; G = 2%

> Cc1cc(C)cc(OCC(=O)Nc2ccc(F)cc2)c1
  A = 2%; B = 6%; C = -2%; D = 1; E = 14; F = 36; G = -13%

> CCCCOC(=O)c1ccc(NC(=S)NC(=O)c2c(Cl)cnn2CC)cc1
  A = -1%; B = 91%[activator]; C = 2%; D = 27; E = 6; F = 35; G = -32%

> CC(=O)N1CCCC(N2CCN(c3cccc(C(F)(F)F)c3)CC2)C1 (stereo not given)
  A = 4%; B = 29%; C = 3%; D = 143; E = 6; F = .; G = 48%

> CCOC(=O)c1nnn(-c2nc(OC)nc(N(C)C)n2)c1-c1ccccc1
  A = 7%; B = -7%; C = -4%; D = ?; E = -2; F = -8; G = -5%

> Cc1cc(SCc2ccc(Cl)c(Cl)c2)nc(=O)[nH]1
  A = .; B = -6%; C = -14%; D = -11; E = 28*; F = 17; G = -6%

> CCNC(=O)NC(=O)C(C)OC(=O)C1CCN(S(=O)(=O)c2ccccc2F)CC1 (stereo not given)
  A = 6%; B = -14%; C = -13%; D = -19; E = 0; F = -11; G = -4%

> Cc1cccc(CC(=O)NC2CCN(C)CC2)c1
  A = -11%; B = 8%; C = -16%; D = 3; E = 3; F = .; G = 6%

> C=CCSc1n[nH]c(-c2ccc(OC)cc2)n1
  A = 21%; B = 5%; C = -1%; D = 73; E = 61*; F = 116*; G = -20%

In a second layout: entries from further up.
Under each structure – Giardia FBPA inh | AMA1 RON2 block | AmpC detergent | HCMV antiviral | CHX counter | Shiga inhibitor | AmpC no deterg
- CCOC(=O)c1nnn(-c2nc(OC)nc(N(C)C)n2)c1-c1ccccc1
→ 7% | -7% | -4% | ? | -2 | -8 | -5%
- Cc1cc(SCc2ccc(Cl)c(Cl)c2)nc(=O)[nH]1
→ . | -6% | -14% | -11 | 28* | 17 | -6%

Remaining list, next part
Labels used below – A = Giardia FBPA inh; B = AMA1 RON2 block; C = AmpC detergent; D = HCMV antiviral; E = CHX counter; F = Shiga inhibitor; G = AmpC no deterg
> O=C(NCCc1ccccc1)c1nnc(CS(=O)(=O)c2ccccc2)o1
  A = -9%; B = 2%; C = -12%; D = 26; E = -2; F = -7; G = -28%

> Cc1cc(C(=O)N/N=C/c2ccco2)n[nH]1
  A = 1%; B = -9%; C = -2%; D = 7; E = 29*; F = 46; G = -6%

> CC[C@H](C)[C@@H](C(=O)N1CCCC1c1nccs1)N(C)C(=O)[C@H](CC(C)C)N(C)C(=O)[C@H](Cc1ccc(OC)cc1)N(C)C(=O)/C=C(\C)OC (stereo not given in full)
  A = .; B = 1%; C = .; D = 11; E = .; F = .; G = 232%[activator]

> Cc1cc(C)c2oc(-c3ccc(C)c(NC(=S)NC(=O)c4cccs4)c3)nc2c1
  A = -7%; B = 2%; C = 1%; D = 14; E = 17*; F = 39*; G = -12%
